# Bioassay records as filed in PubChem BioAssay.
# RECQ1 inh – qHTS Assay for Inhibitors of RecQ-Like Dna Helicase 1 (RECQ1); 240,000 compounds, 0.54% hits; AID 2549, 2010; ATP-dependent DNA helicase Q1 (Homo sapiens), P46063; RECQ1 DNA unwinding, red fluorescence kinetic read; Potency, µM (highest dose often 57.3 µM), inactives show at the top dose activity, negative = inhibition, actives largely listed as inhibitors;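 further: plate controls were vehicle for no effect and no enzyme for full effect; nearly all actives have a fitted effect of over 30% in size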
#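 RECQ1T1 50 nM; forked duplex (20 bp + 30-nt ss tails) 200 nM, ATP 2 mM final; pH 8.0, 2 mM MgCl2, 2.5 ug/ml poly(dI-dC); 15 min compound preincubation; discontinuous kinetic read over 2 h at RT.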
# ALDH1A1 inh – qHTS Assay for Inhibitors of Aldehyde Dehydrogenase 1 (ALDH1A1); Purified ALDH1A1, NADH fluorescence, propionaldehyde substrate; Potency, µM (top dose mostly 75.3 µM), for the others: at the top dose activity, negative = inhibition, usual class: inhibitors; 220,000 compounds, 7.3% hits; AID 1030, 2008; active means well fitted inhibition curve with a large enough effect, not every such curve was filed as active; inconclusive means small, poorly fitted or top-dose-only effect, or another doubt; inactive means no such curve, though single readings can be large or run the other way;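 further: plate controls were no enzyme wells and a reference inhibitor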
# Target sequence (P00352 whole entry, looked up): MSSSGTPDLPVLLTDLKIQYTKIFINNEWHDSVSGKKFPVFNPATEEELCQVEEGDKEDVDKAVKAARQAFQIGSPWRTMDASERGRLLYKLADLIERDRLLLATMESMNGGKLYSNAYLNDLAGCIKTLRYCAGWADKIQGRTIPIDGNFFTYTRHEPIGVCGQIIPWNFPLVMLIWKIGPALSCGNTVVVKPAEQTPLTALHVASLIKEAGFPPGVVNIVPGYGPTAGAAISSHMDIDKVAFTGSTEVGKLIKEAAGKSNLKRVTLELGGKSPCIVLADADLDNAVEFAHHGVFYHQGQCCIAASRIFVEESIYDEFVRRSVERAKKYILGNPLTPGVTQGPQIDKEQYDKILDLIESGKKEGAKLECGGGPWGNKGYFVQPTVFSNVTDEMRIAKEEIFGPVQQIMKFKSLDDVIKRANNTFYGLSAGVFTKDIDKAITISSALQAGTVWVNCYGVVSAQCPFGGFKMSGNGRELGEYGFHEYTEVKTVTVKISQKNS
# Lamin A splicing – qHTS Assay for Modulators of Lamin A Splicing. 200,000 compounds, 0.01% hits. Potency, µM (titrated, usually from 46.1 µM), for inactives: top-dose ratio change, negative = inhibition, hits mostly inhibitors. AID 1487, 2009. HeLa LMNA splicing GFP/RFP minigene ratio, 48 h; active means well fitted inhibition curve with a large enough effect in the signal ratio, with a control signal flat, not every such curve was filed as active; inconclusive means small, poorly fitted or top-dose-only effect, or effect the other way, or a change in a side signal; the % refers to the signal ratio; further: on the % scale 0 is the no-effect control and ±100 the full control effect
#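 S3 HeLa cells stably expressing lamin A-EGFP splicing minigene plus DsRed2, 600 cells/well, 48 h compound exposure at 37C. Laser-scanning cytometry; analysed as GFP (500-530 nm)/RFP (575-640 nm) total intensity ratio; 0.5% DMSO vehicle.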
# GoLoco inh red – qHTS Assay for Inhibitors of RGS12 GoLoco Motif Activity (Red Fluorophore) | Guanine nucleotide-binding protein G(i) subunit alpha-1 (Homo sapiens), P63096 | Gai1:RGS12 GoLoco peptide FP, rhodamine, 10 min | Potency, µM (highest dose often 61.6 µM), for the others: at the top dose activity, negative = inhibition, most hits filed as inhibitors | 230,000 compounds, 0.44% hits | AID 880, 2007; active means well fitted inhibition curve with a large enough effect, not every such curve was filed as active; inactive means no such curve, though single readings can be large or run the other way; further: on the % scale 0 is the no-effect control and ±100 the full control effect; nearly all actives have a fitted effect of over 30% in size; many of its hits are not listed in these tables
# Target sequence (P63096 whole entry, looked up): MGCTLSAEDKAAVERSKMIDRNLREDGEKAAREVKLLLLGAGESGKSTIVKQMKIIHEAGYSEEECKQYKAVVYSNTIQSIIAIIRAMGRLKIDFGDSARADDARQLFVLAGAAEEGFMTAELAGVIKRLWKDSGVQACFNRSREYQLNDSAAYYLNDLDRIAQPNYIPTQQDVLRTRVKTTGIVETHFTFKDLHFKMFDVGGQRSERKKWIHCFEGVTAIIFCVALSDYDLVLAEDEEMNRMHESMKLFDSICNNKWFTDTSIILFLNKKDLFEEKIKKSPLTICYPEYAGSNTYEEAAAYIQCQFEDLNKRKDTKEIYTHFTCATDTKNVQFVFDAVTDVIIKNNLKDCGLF
# TR SRC2 fluor cs – Total Fluorescence Counterscreen for Inhibitors of the Interaction of Thyroid Hormone Receptor and Steroid Receptor Coregulator 2; TRb/SRC2 Texas Red total fluorescence interference; Potency, µM (doses to about 106 µM), inactives show top-dose fluorescence change, negative = quenching; 280,000 compounds, 0.29% hits; AID 1479, 2009; active means well fitted curve in either direction with a large enough effect; inconclusive means small, poorly fitted or top-dose-only effect; further: on the % scale 0 is the no-effect control and ±100 the full control effect
#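 Human TRb ligand-binding domain at 0.6 uM with 20 nM Texas Red SRC2 peptide in Tris buffer containing 1 uM T3 and 5% DMSO, incubated with compound 5 h at ambient temperature. Total fluorescence (555/632 nm) calculated as parallel + 2 × perpendicular.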
# KDM4E inh – qHTS Assay for Inhibitors of Human Jumonji Domain Containing 2E (JMJD2E); JMJD2E catalytic domain, FDH-coupled NADH fluorescence (FDH is formaldehyde dehydrogenase); 230,000 compounds, 1.6% hits; Lysine-specific demethylase 4E (Homo sapiens), B2RXH2; Potency, µM (titrated, usually from 57.1 µM), for inactives: at the highest dose activity change, negative = inhibition, hits mostly inhibitors; active means well fitted inhibition curve with a large enough effect, not every such curve was filed as active; inconclusive means small, poorly fitted or top-dose-only effect, or another doubt; inactive means no such curve, though single readings can be large or run the other way;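 further: 0% = wells with enzyme and -100% = buffer wells without enzyme; nearly all actives have a fitted effect of over 50% in size; many of its hits are not listed in these tables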
# SMN2 splice enh – qHTS Assay for Enhancers of SMN2 Splice Variant Expression; HEK293 SMN2-luciferase splicing reporter, luminescence, 30-36 h; Potency, µM (doses to about 46.1 µM), for inactives: top-dose activity change, positive = activation, hits mostly activators; 210,000 compounds, 2.8% hits; further: % of control where 0% means no effect; nearly all actives have a fitted effect of over 55% in size
#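 HEK293 cells carry an SMN2 minigene-luciferase reporter in which exon 7 inclusion puts luciferase in frame. Cells were seeded at 2000 cells/well, attached for 10-12 hours, then exposed to compounds for 30-36 hours at 37C before ONE-Glo luminescence.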
# TRb SRC2 PPI – qHTS for Inhibitors of the Interaction of Thyroid Hormone Receptor and Steroid Receptor Coregulator 2 | Thyroid hormone receptor beta (Homo sapiens), P10828 | Potency, µM (titrated, usually from 106 µM), without a hit: at the top dose activity change, negative = inhibition, actives largely listed as inhibitors | AID 1469, 2008 | 280,000 compounds, 0.065% hits | TRbeta-SRC2 peptide binding, fluorescence polarization; receptor liganded with 1 µM T3;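 further: plate controls were bound peptide for no effect and peptide without receptor for full effect; nearly all actives have a fitted effect of over 50% in size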
#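 Polarization signal, normalized between peptide-alone and full complex controls, measured compound effects on T3-liganded human TRb LBD (0.6 uM) binding 20 nM Texas Red SRC2 peptide after 5 hr.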
# * = called active by the depositor; i = inactive; u = inconclusive; x = no result given; & = joins results of further samples; [ ] = remark or other dose. Unless noted, the call rests on the fitted dose curve; in most records, active means well fitted curve in the direction sought with a large enough effect; inconclusive means small, poorly fitted or top-dose-only effect, or another doubt; inactive means no such curve, though single readings can be large; an effect the other way counts as inactive or inconclusive. Potency means the concentration at half of the fitted maximal effect.
canonical_smiles	SMN2 splice enh	Lamin A splicing	GoLoco inh red	KDM4E inh	ALDH1A1 inh	TRb SRC2 PPI	TR SRC2 fluor cs	RECQ1 inh
O=C(/C=C/c1cccnc1)c1ccc(NC(=O)c2cccc(Br)c2)cc1	-17.4%	u	10.2%	-16.2%	4.7%	-4.6%	-4.7%	-7.4%
CCCCC(C)(O)C/C=C/[C@H]1[C@H](O)CC(=O)[C@@H]1CCCCCCC(=O)O (stereo partly drawn)	0.4%&11.1%	x	10.5%&3.7%	5.2%	0.6%&2.3%	-11.5%&0.4%	-1.8%&-1.8%	i
Cc1ccc2cc(C#N)c(SCC(=O)N3CCCC3)nc2c1	x	x	-4.9%	-20.6%	x	-1.1%	-3.7%	i
COC(=O)/C=C/C(=O)N1CCN(c2cccc(Cl)c2)CC1	-36.7%[inhibitor]	u	-2.6%	u	10µM*	0.7%	-3.5%	5.5%
Cc1ccc(NC(=O)NC(=O)CN2C(=O)NC3(CCCCCCC3)C2=O)c(C)c1	1.9%	u	-2.0%	7.5%	-4.1%	2.9%	-1.9%	-3.5%
CSc1nc2nc(C)cc(-c3ccccc3)n2n1	-11.7%	17.1%	10.6%	u	u	-11.1%	0.8%	-8.2%
O=[N+]([O-])c1ccc2nc(-c3ccc(Cl)cc3)[nH]c2c1	3.16µM*	u	2.2%	2.3%	u	-6.2%	1.0%	-10.1%
N#CCSc1nnc(C2CCCCC2)n1-c1ccccc1	-7.7%	-4.0%	-9.9%	6.7%	2.2%	0.3%	-6.9%	-4.5%
O=C(O)COc1ccccc1/C=N/NC(=O)COc1ccc(-c2ccccc2)cc1	x	x	6.4%	-5.6%	x	3.8%	-1.2%	0.0%
COc1ccc(OC)c(CN2CCC(CO)(CCOc3ccccc3)CC2)c1	x	u	-9.6%	1.6%	u	-2.6%	-0.5%	i
Cc1noc(C)c1C(=O)N1CCN(c2cccc(Cl)c2)CC1	0.0%	-3.1%[9.22 µM]	-0.3%	7.8%	11.7%	3.9%	3.3%	-3.0%
Cc1cccn2c(CNCC3(c4ccccc4)CCCC3)c(C(=O)N3CCOCC3)nc12	x	x	15.1%	-10.2%	8.5%	1.7%	-0.2%	-4.5%
CCNc1nc(NOC)nc(OCC#N)n1	4.3%	-6.2%	3.0%	-5.3%	2.8%	-14.9%	3.1%	-3.4%
CCN1/C(=C\C(C)=O)Sc2ccc(OC)cc21	-36.7%[inhibitor]	26.4%	-99.2%	-1.8%	3.4%	1.3%	-1.9%	-20.2%
O=C(O)CN1C(=O)c2cccc(Oc3ccc(Cl)cc3)c2C1=O	-6.4%	15.6%	5.1%	4.3%	4.8%	-1.6%	-2.1%	i
CC1(C(=O)N(CC(=O)NC2CCCC2)C2CCCC2)CC(=O)N=C2C=CC=CN21 (stereo not drawn)	1.5%	8.9%	-1.9%	u	u	-1.1%	2.5%	-4.1%
S=C(Nc1ccc(Cl)cc1)NC1CC2CCCC(C1)N2C1CC1 (stereo not drawn)	-55.0%[inhibitor]	-15.1%	-8.3%	9.8%	u	8.4%	-0.2%	-0.3%
Cn1c(C(=O)N2CCc3ccccc3C2)cc2c(=O)n3ccccc3nc21	-11.8%	16.2%	7.3%	u	u	-12.2%	1.0%	23.3%
OC1C=CSc2nc3ccccc3n21 (stereo not drawn)	u	u	0.9%	3.7%	0.0%	-9.0%	-1.1%	-2.9%
Cc1cccc(NC(=O)C(=O)C2C(=O)Nc3ccccc32)c1 (stereo not drawn)	x	x	1.5%	u	1.8%	-6.1%	-3.1%	0.0%
COC(=O)c1nc2ccc(C)cn2c1F	u	-0.8%	5.5%	u	u	4.4%	-4.1%	-6.2%
Cc1ccccc1-c1noc(N)c1C#N	-5.8%	u	-2.6%	1.1%	-2.1%	-10.8%	-1.1%	-14.7%
Cc1cccc(N2CCN(c3ccc(NC(=O)/C=C\C(=O)O)cc3)CC2)c1	-4.4%	x	26.8%	-9.7%	25.1µM*	-8.0%	0.1%	i
CCCn1c(C)nc2c(NCCCCN3CCCC3)nc(C)nc21	6.2%	x	-4.6%	0.2%	-7.9%	2.4%	-1.9%	-1.8%
COc1ccc(NC(=O)CNC(=O)Cn2c(C)cc3ccccc3c2=O)cc1OC	-57.8%&4.6%[inhibitor]	x	2.8%	u	-0.9%	7.8%&5.0%	-0.5%&-0.8%	-1.5%
Cc1ccccc1NC(=O)N1CCN(c2ncccn2)CC1	17.9%	x	1.4%	8.6%	-3.2%	7.0%	-4.4%	i
CCCCNC(=O)CN1C(=O)NC2(CCCc3ccccc32)C1=O (stereo not drawn)	-9.5%	1.3%	-8.7%	9.1%	6.7%	-7.5%	-0.4%	i
C[C@@H](C(=O)Nc1ccc2ccccc2c1)[C@@H]1C[C@@]1(C)[C@@H](NC(=O)Oc1ccc(F)cc1)c1ccccc1	-2.7%	x	6.1%	10.1%	-12.4%	5.9%	-1.2%	-0.9%
Cn1c(Cn2nnc3ccccc32)nnc1SCC(=O)c1ccc(F)cc1	-13.0%	6.2%	2.3%	-13.3%	u	2.9%	-4.8%	-10.1%
COc1c(Cl)cnn(-c2ccc(Cl)c(Cl)c2)c1=O	-5.1%	-6.3%[46 µM]	-4.4%	-2.8%	-2.7%	4.1%	1.6%	-7.9%
CCc1cc2c(=O)[nH]c(-c3ccccn3)nc2s1	10µM*	u	10.1%	-1.0%	u	-2.9%	-3.6%	i
Oc1c(C(c2cccc(F)c2)N2CCN(Cc3ccccc3)CC2)sc2ncnn12 (stereo not drawn)	6.3%	-11.5%	2.5%	-11.7%	-8.1%	-0.1%	2.7%	-4.3%
CC(C)(C)NC(=O)CSc1nc2ccc(NC(=O)CSc3nnnn3Cc3ccccc3)cc2s1	-92.8%[inhibitor]	u	18.8%	-7.8%	3.98µM*	5.3%	1.1%	-9.8%
CC(=O)NC(Cc1ccccc1C)C(=O)NC1CCN(C(=O)c2cccc(C)c2)CC1 (stereo not drawn)	x	x	8.1%	-24.7%	20µM*	1.1%[53 µM]	-0.9%[53 µM]	i
Cc1ccc(-n2c(C)cc(C(=O)COc3c(CO)cc(F)cc3CO)c2C)cc1C	-51.8%[inhibitor]	u	-15.4%	0.9%	0.6%	0.7%	-1.9%	-3.5%
NC(=O)c1c(NC(=O)CN2C(=O)CCC2=O)sc2c1CCCCC2	24.0%	-13.3%	1.5%	-14.0%	14.1µM*	5.8%	-1.3%	-5.6%
CCOc1ccccc1OCCCC(=O)N(C)CC(=O)Nc1cc(C)ccc1C	-5.9%	x	-4.4%	-10.9%	-0.7%	-10.7%	-0.1%	-0.5%
COc1cccc(NC(=O)c2cc(OC)c(OC)c(OC)c2Br)c1	-7.0%	-2.2%	4.6%	9.1%	0.0%	-3.1%[53 µM]	-2.1%[53 µM]	-7.6%
CC(C)C(OC(=O)c1nsc(Cl)c1Cl)C(=O)NC(C)(C)C (stereo not drawn)	14.7%	x	2.3%	1.2%	12.8%	-4.9%	-0.8%	-6.3%
CCCN1CN(c2ccccc2)C(=S)N(c2ccccc2)C1	x	x	-5.3%	0.1%	x	-7.1%	-5.9%	i
c1ccc(-c2nnnc3ccccc23)cc1	28.4%	u	-5.0%	3.2%	0.6%	-1.0%	-2.5%	0.4%
CC(C)c1cccc(C(C)C)c1NC(=O)c1ccc(OCC(=O)NCc2ccccc2)cc1	11.6%	9.4%	1.9%	3.2%	7.4%	5.2%	-3.4%	8.3%
N#Cc1nc(COc2ccc(Br)cc2)oc1NCCN1CCOCC1	-3.1%	u	30.2%[activator]	u	u	6.8%	-0.2%	-3.7%
CCN(CC1COc2ccccc2O1)C(=S)Nc1ccccc1 (stereo not drawn)	-37.4%[inhibitor]	u	-11.4%	-5.2%	-4.9%	-4.8%	-1.6%	-17.0%
COc1cc(C2N(C)CCC3(OCCO3)C2(C)C)cc(OC)c1OC (stereo not drawn)	3.8%	-4.4%	5.9%	16.9%	8.7%	-8.0%	1.4%	-0.5%
Cc1c(NC(=O)CCCCCN2C(=O)c3ccccc3C2=O)c(=O)n(-c2ccccc2)n1C	-5.1%	u	-6.1%	-9.9%	-14.2%	6.3%	-2.0%	3.8%
O=C(CSc1nnc2c(n1)[nH]c1ccccc12)Nc1ccc(N2CCOCC2)cc1	x	u	-5.2%	-23.7%	22.4µM*	-1.9%	-10.7%	-2.9%
CC(C(=O)NCc1ccco1)n1nc(-c2ccccc2)c2cc(Cl)ccc21 (stereo not drawn)	-16.4%	u	12.9%	u	5.6%	-3.7%	2.2%	-12.7%
Cc1[nH]ccc(=O)c1OC1OC(CO)C(O)C(O)C1O (stereo not drawn)	-16.2%	-13.4%	-11.7%	4.0%	15.9%	-3.6%	-1.1%	7.2%

# Record cards, from the list above.
# CCN(CC1COc2ccccc2O1)C(=S)Nc1ccccc1 (stereo not drawn) as listed: SMN2 splice enh = -37.4%[inhibitor]; Lamin A splicing = u; GoLoco inh red = -11.4%; KDM4E inh = -5.2%; ALDH1A1 inh = -4.9%; TRb SRC2 PPI = -4.8%; TR SRC2 fluor cs = -1.6%; RECQ1 inh = -17.0%
# CC(C)c1cccc(C(C)C)c1NC(=O)c1ccc(OCC(=O)NCc2ccccc2)cc1 as listed: SMN2 splice enh = 11.6%; Lamin A splicing = 9.4%; GoLoco inh red = 1.9%; KDM4E inh = 3.2%; ALDH1A1 inh = 7.4%; TRb SRC2 PPI = 5.2%; TR SRC2 fluor cs = -3.4%; RECQ1 inh = 8.3%

# Only part of the results is shown. The share of hits here may be higher or lower than overall.
